# PGE2 EP2 inh – inhibitors of human EP2 prostaglandin E2 receptor; P43116; C6 glioma cells expressing human EP2, cAMP TR-FRET; cells stimulated with saturating PGE2; inhibition, % at 25 µM; hit rate 0.52% among 260,000; AID 1422;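 active = percent inhibition above 40 after rounding to a whole number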;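 also: rat C6 glioma host cells with rolipram phosphodiesterase inhibitor present; the protocol text gives 20 µM as final concentration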
# Target sequence (P43116 whole entry, looked up): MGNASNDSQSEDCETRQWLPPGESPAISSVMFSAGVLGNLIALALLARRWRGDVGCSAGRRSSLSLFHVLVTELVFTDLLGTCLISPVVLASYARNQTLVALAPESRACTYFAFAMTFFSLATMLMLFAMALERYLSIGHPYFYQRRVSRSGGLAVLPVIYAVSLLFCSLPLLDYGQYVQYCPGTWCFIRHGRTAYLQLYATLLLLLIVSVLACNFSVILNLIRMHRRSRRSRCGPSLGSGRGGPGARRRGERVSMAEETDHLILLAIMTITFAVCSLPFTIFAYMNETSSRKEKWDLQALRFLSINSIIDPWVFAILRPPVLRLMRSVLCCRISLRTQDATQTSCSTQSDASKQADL
# FXIa inh 1536 – blocks human coagulation factor XIa protease activity; P03951; purified FXIa, Boc-Glu-Ala-Arg-AMC fluorogenic substrate; inhibition, % at 5 µM; hit rate 0.14% among 220,000; AID 798;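 active = inhibition of at least 40%; inactive = inhibition below 40%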;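 also: fluorescence of freed AMC excited at 355 nm; 0% = enzyme without compound and 100% = no enzyme blank; many of its hits are not listed in these tables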
# Target sequence (P03951 19-387 limits assumed): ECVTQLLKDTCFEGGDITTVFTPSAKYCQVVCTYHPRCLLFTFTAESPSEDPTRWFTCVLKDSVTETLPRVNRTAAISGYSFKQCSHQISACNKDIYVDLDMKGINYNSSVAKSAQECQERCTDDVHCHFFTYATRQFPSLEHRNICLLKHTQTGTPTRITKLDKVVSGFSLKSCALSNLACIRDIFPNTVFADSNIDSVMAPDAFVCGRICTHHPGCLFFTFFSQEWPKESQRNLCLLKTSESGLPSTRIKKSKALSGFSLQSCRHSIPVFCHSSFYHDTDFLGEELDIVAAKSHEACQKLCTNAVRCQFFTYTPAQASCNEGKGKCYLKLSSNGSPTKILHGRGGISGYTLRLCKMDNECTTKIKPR
# Target sequence (P03951 388-625 limits assumed): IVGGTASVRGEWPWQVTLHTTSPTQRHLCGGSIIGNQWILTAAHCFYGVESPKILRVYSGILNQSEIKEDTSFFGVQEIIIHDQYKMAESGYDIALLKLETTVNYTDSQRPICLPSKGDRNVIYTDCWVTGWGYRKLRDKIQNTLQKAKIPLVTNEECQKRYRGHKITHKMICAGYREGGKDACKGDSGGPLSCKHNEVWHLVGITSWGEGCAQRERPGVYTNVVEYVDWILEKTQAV
# TNF death inh – TNF-alpha cell death inhibition in Jurkat FADD-/- cells. AID 463075. Jurkat FADD-/- TNF necroptosis rescue, ATP luminescence, 24 h; 0 = TNF only, 100 = no-TNF cells. activation (protection from cell death), % at 10 µM. hit rate 0.068% among 220,000;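 active = activation, meaning protection from cell death, of at least 50% relative to plate controls; inactive = activation below 50%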;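 also: necroptosis triggered by 40 ng/mL TNF-alpha added together with compound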
# PPC-1+TRAIL kill – PPC-1 cancer cell killing with TRAIL present | AID 1443 | cell killing (% activity), % at 4 µM | hit rate 0.41% among 220,000 | PPC-1 cells + TRAIL, ATPLite viability luminescence;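 active = cell killing above 50% in the first pass at 4 µM, then a duplicate retest at 5 µM averaging 50% or more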;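 also: plate controls were cells with TRAIL plus DMSO for no effect and medium-only wells lacking cells for full effect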
# Tb hexokinase – T. brucei hexokinase 1 inhibition | recombinant TbHK1, G6PDH-coupled NADH A340 | inhibition, % at 10 µM | hit rate 0.11% among 220,000 | AID 1430;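 active = inhibition of 50% or more in the single-dose primary screen; inactive = inhibition below 50%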
# Wee1 stabilizer – human Wee1 degradation inhibition, primary screen; hit rate 1.2% among 220,000; reporter increase, % at 5 µM; HeLa Luc-Wee1K328M stability, luciferase luminescence; 100% = proteasome inhibitor MG132 effect; AID 1321;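 active = activation above the mean of all tested compounds plus 3 SD, set per screening run, cut at about 8.8% in these data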;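 also: cells exposed to compound for 20 h before luminescence read; 0% = DMSO alone and 100% = MG132 at 30 µM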
# L929 necroptosis – L929 zVAD cell death inhibition; hit rate 0.38% among 220,000; L929 zVAD necroptosis rescue, ATP luminescence, 24 h; with zVAD 60 µM; viability rescue, % at 10 µM;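 active = activation, scaled between plate controls, above about 75%, limit read from the data; inactive = activation under that limit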;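 also: 0% = zVAD with DMSO and 100% = DMSO alone without zVAD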
# CHOP inhibitor – blocks CHOP induction under ER stress. CHO-K1 CHOP-promoter luciferase, tunicamycin-induced, 15-18 h. inhibition, % at 10 µM. hit rate 3.8% among 220,000;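 active = compounds that reduced the stress-induced luciferase reporter signal by more than about 70% of percent inhibition, limit read from the data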;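 also: 0% = tunicamycin plus vehicle and 100% = wells without tunicamycin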
# FXIIa inh – blocks human coagulation factor XIIa protease activity; P00748; hit rate 0.3% among 220,000; inhibition, % at 5 µM; purified FXIIa, Boc-QGR-AMC fluorogenic substrate, 2 h; in the data active = inhibition above about 40%;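 also: 0% = enzyme with no compound and 100% = blank without enzyme; many of its hits are not listed in these tables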
# Numbers without * were called inactive; . = no result given; & = joins results of further samples; [ ] = dose if it differs, or a comment. Only part of the results is shown (hit frequency here may not be typical).
(1) Cn1c2c(c(=O)n(C)c1=O)C(c1ccc(Cl)cc1)C(C#N)=C(N)O2 (stereo not given)
(2) COc1ccc(/C=C/C(=O)NC(=S)NNC(=O)Cc2cccs2)cc1
(3) Cc1ccc(CCN2CC(C(=O)NCCCN(C)Cc3ccccc3)CC2=O)cc1 (stereo not given)
(4) C=CCn1cn[nH]c1=S
(5) CON/C=N/C(=S)Nc1ncc(C(F)(F)F)cc1Cl
(6) COC(=O)C1=C(O)C(C(=O)OC)C(c2ccc(C)cc2)C(C#N)(C#N)C1c1ccc(C)cc1 (stereo not given)
(7) CC(=O)c1ccc(NC(=O)c2ccccc2Sc2ncnc3sc(C)c(C)c23)cc1
(8) CC(=O)Oc1cccc(N2C(=O)c3ccc(C(=O)Nc4cccnc4)cc3C2=O)c1

screen / no.	1	2	3	4	5	6	7	8
PGE2 EP2 inh	10	.	19	4	10	4	10	5
FXIa inh 1536	8	-13	-5	-4	-6	-3	8	-2
TNF death inh	2.0	-1.7	-3.6	-1.6	-0.9	-2.0	1.3	-0.4
PPC-1+TRAIL kill	-6	12[5 µM]	10	7	5	9	-1	26
Tb hexokinase	1	-20	1	-4	-4	-4	-11	2
Wee1 stabilizer	2	3	-1	1	-4	0	3	-2
L929 necroptosis	1.0	-1.0	0.1	-0.1	0.0	0.3	0.0	3.4
CHOP inhibitor	-6	110*	-6	13	7	42	44	10
FXIIa inh	9	7	-7	6	-3	8	15	9

(9) Cc1cn(C(=O)c2cccc(Br)c2)c(C)n1
(10) CCOc1ccc(NC(=S)NCc2ccc3[nH]c(C)cc3c2)cc1
(11) COc1ccc(/C=N/N=C2/NC(=O)C(CC(=O)O)S2)cc1OCc1ccc(Cl)cc1Cl (stereo not given)
(12) CC(C)c1ccc(NC(=O)COC(=O)/C=C/c2cccc(Br)c2)cc1
(13) COc1ccc(CNC(=S)N2CCN(Cc3ccccc3)CC2)cc1
(14) COCCSc1ccccc1C(=O)NCCc1ccccc1
(15) CCN1CCN(C(=O)CSc2cc(=O)n(C)c3ccccc23)CC1
(16) CSc1nc2[nH]c3c(c2c2nncn12)CC(C)(C)OC3

screen / no.	9	10	11	12	13	14	15	16
PGE2 EP2 inh	16	11	9	9	5	9	13	4
FXIa inh 1536	2	-5	-1	32	-2	17	4	1
TNF death inh	-0.7	-18	1.6	0.4	2.2	-1.1	-3.2	-3.2
PPC-1+TRAIL kill	-2	6	3	11	-2	-8	3	-26
Tb hexokinase	3	-2	-20	5	2	1	-5	-16
Wee1 stabilizer	0	-3	-1	3	-2	0	1	5
L929 necroptosis	2.4	-1.2	2.1	0.3	0.1	-0.2	-0.6	7.5
CHOP inhibitor	29	-4	8	-6	6	12	21	15
FXIIa inh	11	3	1	11	11	11	15	4

(17) Cc1cc(NNC(=O)c2ccccc2)nc(NNC(=O)c2ccccc2)n1
(18) CC(C)(C)C(=O)c1cnc(Nc2ccccc2Cl)s1
(19) COc1ccc(NC(=S)Nc2ccc3nsnc3c2)cc1
(20) COc1ccc(N(CC(=O)NCc2ccccc2C)S(=O)(=O)c2ccccc2[N+](=O)[O-])c(OC)c1
(21) O=C(NNc1nc2cc3c(cc2s1)OCO3)c1ccc(F)cc1
(22) Cc1ccc(N2C(=O)CC(N(O)C3CC(=O)N(c4ccc(C)cc4)C3=O)C2=O)cc1 (stereo not given)
(23) CNc1ccccc1C(C)(C)c1ccn[nH]1
(24) Cc1ccc(-c2nnc(-c3ccccc3)o2)cc1Br

screen / no.	17	18	19	20	21	22	23	24
PGE2 EP2 inh	13	12	42*	6	.	9	6	12
FXIa inh 1536	-3	-6	4	-2	7	3	-6	.
TNF death inh	1.1	1.5	0.4	1.6	-1.4	1.4	0.7	-0.5
PPC-1+TRAIL kill	-2	30	18	8	-4	-5	-11	.
Tb hexokinase	-6	-28	-9	-3	-1	0	-1	-13
Wee1 stabilizer	2	16*	0	3	3	-1	0	4
L929 necroptosis	1.7	-0.5	1.3	0.0	0.1	-0.6	1.1	-0.4
CHOP inhibitor	9	-9	23	30	-6	-10	34	.
FXIIa inh	8	-4	8	5	10	10	-5	.

(25) CC(=O)Nc1ccc(NC(=O)Cn2c(CC(=O)N3CCCC3)nc3ccccc32)cc1
(26) CC(=O)c1cccc(CN2CCN(Cc3ccccc3)C(CCO)C2)c1 (stereo not given)
(27) CCCc1cc(=O)[nH]c(NCc2ccc(Cl)cc2)n1
(28) CCCn1nnnc1SCC(=O)NCc1ccccc1
(29) CN(C)c1cc[n+](CC(=O)Nc2ccc(OC(F)F)cc2)cc1
(30) Cc1ccc(C(=O)NCC(=O)OCC(=O)Nc2ccc(Cl)cc2C(F)(F)F)cc1C
(31) O=C(Cc1cn(Cc2cccc(Cl)c2)c2ccccc12)N1CCCC1
(32) CCOC(=O)N1CCN(c2ccc([N+](=O)[O-])cc2F)CC1C (stereo not given)

screen / no.	25	26	27	28	29	30	31	32
PGE2 EP2 inh	3&11	2	4	10	3	4	10	15
FXIa inh 1536	4	0	-6	11	2	7	7	-3
TNF death inh	0.0	1.7	-0.5	0.9	-1.1	0.7	-1.3	0.1
PPC-1+TRAIL kill	16	-5	-15	-15	15	24	-10	-10
Tb hexokinase	4	4	3	4	-1	-1	3	24
Wee1 stabilizer	0	2	1	3	1	-1	-2	-1
L929 necroptosis	-0.3	1.8	0.4	0.3	1.0	0.9	.	0.3
CHOP inhibitor	-5	8	42	-19	6	12	14	25
FXIIa inh	20	11	15	20	2	13	12	7

(33) COc1ccc(-c2onc3ccc(Cl)cc23)cc1
(34) Cc1c(C(=O)N(C)C)sc(NC(=O)c2cc([N+](=O)[O-])cc([N+](=O)[O-])c2)c1C#N
(35) Cc1cc(C)n2nc(N)c(N=Nc3ccccc3)c2n1
(36) COc1ccc(N(C(=O)C(C)C)S(=O)(=O)c2cccs2)cc1
(37) O=C(Nc1ccc2c(c1)OCCO2)c1c(F)c(F)c(F)c(F)c1F
(38) NC(=O)[C@@H]1[C@@H]2C(=O)N(c3ccc(F)cc3)C(=O)[C@@H]2[C@H]2C=Cc3ccccc3N21
(39) CNc1cc(Cl)nc(SC)n1
(40) OCCNc1nc(Nc2ccccc2)nc(Nc2ccccc2)n1

screen / no.	33	34	35	36	37	38	39	40
PGE2 EP2 inh	.	10	-2	6	5	6	5	11
FXIa inh 1536	5	3	7	-1	21	0	-4	5
TNF death inh	-2.7	-0.6	0.3	-3.3	1.1	-3.6	-0.4	1.9
PPC-1+TRAIL kill	17	20	6	5	30	28	3	3
Tb hexokinase	-11	-26	-31	28	3	-18	3	49
Wee1 stabilizer	0	0	1	1	1	0	2	2
L929 necroptosis	0.6	0.3	1.6	1.0	0.0	0.3	0.6	2.8
CHOP inhibitor	79*	39	-8	13	-8	-34	-6	0
FXIIa inh	16	12	10	6	28	13	7	20

(41) COc1cc(C(=O)NCC(c2cccnc2)N2CCN(C)CC2)cc(OC)c1OC (stereo not given)
(42) COc1ccc(N2CC(C)Cn3c2nc2c3c(=O)n(Cc3ccccc3F)c(=O)n2C)c(OC)c1 (stereo not given)
(43) O=C(NP(=O)(N1CCCC1)N1CCCC1)C1=C(N2CCOCC2)/C(=C/c2cccc([N+](=O)[O-])c2)CC1
(44) COc1ccccc1NC(=O)c1ccc(NC(=O)CSc2ncccn2)cc1
(45) CCOCc1nnc(NC(C)=O)s1
(46) CS(=O)(=O)Nc1ccc(C2=NN(S(C)(=O)=O)C(c3ccc4nccnc4c3)C2)cc1 (stereo not given)
(47) COc1ccc(-c2cn3ccccc3n2)cc1OC
(48) O=C(NCc1ccccc1)C1CCCN(C(=O)Nc2ccccc2)C1 (stereo not given)

screen / no.	41	42	43	44	45	46	47	48
PGE2 EP2 inh	4	8	8	3	9&10	10&2	12	3
FXIa inh 1536	-4	5	5	-6	3	0	7	4
TNF death inh	0.0	-2.5	-0.3	-0.5	-0.8	2.7	-6.7	-1.7
PPC-1+TRAIL kill	8	16	18	-6	4	.	31	5
Tb hexokinase	0	4	-11	-2	9	-12	-12	3
Wee1 stabilizer	3	1	-1	1	4	-2	3	2
L929 necroptosis	1.8	0.0	2.3	1.8	0.1	1.7	14	-0.2
CHOP inhibitor	3	18	11	19	2	-14	-26	-20
FXIIa inh	8	8	11	11	16	6	9	2

(49) Cc1[nH]c2ccccc2c1C(=O)CSc1nccc(=O)[nH]1
(50) CCOC(=O)c1c(-c2ccc(Cl)cc2)c(C#N)c(=O)n(N)c1N
(51) CCC1ON(C(C)C)C2c3nc4ccccc4n3CC12 (stereo not given)
(52) COc1ccc(NC(=O)CO/N=C2\CCCc3nonc32)cc1
(53) CCOC(=O)c1c(C)nc2ccc(Cl)cc2c1-c1ccccc1
(54) CC1CCCC(NC(=O)CCn2c(=S)oc3ccccc32)C1C (stereo not given)
(55) O=C(Nc1ncc2c(n1)-c1ccccc1CC2)C1CC1
(56) COc1ccc(S(=O)(=O)N2CCOCC2)cc1NC(=O)COc1ncnc2ccccc12

screen / no.	49	50	51	52	53	54	55	56
PGE2 EP2 inh	6	9	6	5	2	6	2	-1
FXIa inh 1536	5	3	4	5	-2	-1	9	-8
TNF death inh	1.2	-4.4	1.5	0.8	0.2	5.3	-4.2	1.8
PPC-1+TRAIL kill	5	-3	5	8	12	7	4	21
Tb hexokinase	-12	-17	-5	-7	27	-7	9	1
Wee1 stabilizer	0	-3	.	1	-2	-3	-2	-3
L929 necroptosis	0.8	0.0	0.2	0.5	-0.2	0.1	76*	-0.2
CHOP inhibitor	-10	32	10	2	82*	13	11	13
FXIIa inh	6	15	11	14	-1	5	13	-6

# Reprinted at random: 2 compounds from above, in no set order.
(54) CC1CCCC(NC(=O)CCn2c(=S)oc3ccccc32)C1C (stereo not given)
(52) COc1ccc(NC(=O)CO/N=C2\CCCc3nonc32)cc1

screen / no.	54	52
PGE2 EP2 inh	6	5
FXIa inh 1536	-1	5
TNF death inh	5.3	0.8
PPC-1+TRAIL kill	7	8
Tb hexokinase	-7	-7
Wee1 stabilizer	-3	1
L929 necroptosis	0.1	0.5
CHOP inhibitor	13	2
FXIIa inh	5	14

# Remaining list, next part:
(57) O=C(Cn1nc(C(F)(F)F)c2c1CCC2)NC1CCCCC1
(58) CCN(CC)S(=O)(=O)c1ccc(NC2c3ccccc3C(=O)N2Cc2ccco2)cc1 (stereo not given)
(59) COc1cc(NC(=S)NC(=O)c2c(OC)cccc2OC)ccc1NC(=O)c1cccs1
(60) O=C(NN1CC(=O)N(c2cc(Cl)cc(Cl)c2)CC1=O)c1cccs1
(61) COc1cccc(OC(=O)c2cc3ccccc3oc2=O)c1
(62) COC(=O)C1CCN(C(=O)Cc2ccc(C)cc2)CC1
(63) c1ccc(SCc2cn3cccnc3n2)nc1

screen / no.	57	58	59	60	61	62	63
PGE2 EP2 inh	12&6	8	10	5	2	15	6
FXIa inh 1536	-6	-1	11	4	15	-5	-1
TNF death inh	-1.7	0.4	-13	1.5	-1.2	1.2	-0.2
PPC-1+TRAIL kill	12	8	5	19	3	9	4
Tb hexokinase	5	-2	-3	-11	-16	3	-4
Wee1 stabilizer	0	2	2	-1	15*	-1	-2
L929 necroptosis	-0.1	2.2	0.7	0.1	0.6	-0.1	1.3
CHOP inhibitor	4	-12	-19	4	23	14	10
FXIIa inh	5	13	26	16	-3	20	5

# CHOP inhibitor: entries above that show a hit.
no. | SMILES | FXIa inh 1536 | Tb hexokinase | Wee1 stabilizer | CHOP inhibitor | FXIIa inh
2 | COc1ccc(/C=C/C(=O)NC(=S)NNC(=O)Cc2cccs2)cc1 | -13 | -20 | 3 | 110* | 7
33 | COc1ccc(-c2onc3ccc(Cl)cc23)cc1 | 5 | -11 | 0 | 79* | 16
53 | CCOC(=O)c1c(C)nc2ccc(Cl)cc2c1-c1ccccc1 | -2 | 27 | -2 | 82* | -1

# Screens deposited in PubChem BioAssay by several laboratories.
